# Screening results (PubChem)
# C-LANA FP: inhibitors of KSHV LANA C-terminal domain DNA binding | MBP-C-LANA/FAM-LBS DNA binding, fluorescence polarization | inhibition, % at 9 µM | 0.078% of 340,000 active;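 active means highest replicate inhibition at or above 60% at 9 µM, even if other replicates fall short; inactive means all replicates below 60% inhibition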;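 further: 0% = neutral control wells and 100% = 4 µM acridine orange control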
# DAGLB inh: diacylglycerol lipase beta (human) inhibition; HEK293T DAGLB membrane lysate, EnzChek fluorogenic substrate; inhibition, % at 5.17 µM; 0.059% of 340,000 active; AID 504411; in the data active means inhibition above about 34%;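 further: 0% = enzyme with vehicle and 100% = wells lacking enzyme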
# Cardiac RTF inh: cardiac RTF calcium desensitization; P19429+P45379; 0.12% of 340,000 active; inhibition, % at 7.15 µM; AID 493244; IANBD-labeled cardiac RTF, Ca2+ fluorescence;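 active means inhibition above the mean inhibition of all tested compounds plus 3 SD, cut at about 17% in these data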;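 further: assay run at fixed EC70 calcium of 1.6 mM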
# CAL PDZ FP-1: blocks peptide binding to the human CAL PDZ domain | Q9HD26 | purified CAL PDZ, TMR-peptide fluorescence polarization, 1 h | inhibition, % at 24.9 µM | 0.92% of 300,000 active | AID 602252;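 active means mean inhibition of at least 30% with at least half of replicates also reaching 30%; inconclusive means no clear call, values can overlap the other calls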;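 further: 0% = DMSO neutral control and 100% = excess unlabeled competitor peptide PRC23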
# CAL PDZ FP-2: blocks peptide binding to human CAL PDZ domain; 0.02% of 330,000 active; inhibition, % at 20 µM; purified CAL PDZ, TMR-peptide fluorescence polarization, 1 h; AID 504414; Q9HD26;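 active means highest replicate inhibition of at least 40%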;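 further: plate controls were DMSO neutral control wells for no effect and unlabeled competitor peptide control wells for full effect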
#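 System: tagged CAL PDZ domain. Schedule: 1 h room-temperature incubation prior to read. Signal: fluorescence polarization (mP). Measure: percent inhibition from loss of millipolarization.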
# SR-BI DiI-HDL act: activators of SR-BI mediated HDL lipid uptake | CHO ldlA[mSR-BI] cells, DiI-HDL uptake fluorescence, 3 h; 100 = double the neutral-control signal | activation, % at 12.5 µM | 0.096% of 320,000 active | AID 504775;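 active means mean replicate activation of at least 60% and every replicate at or above 60%; inconclusive means mean or all-replicate condition met, but not both; inactive means mean below 60% and not all replicates reaching 60%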;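 further: 0% = median plate neutral-control signal and 100% = twice that signal; values of inactives mirror those of a sister screen read the other way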
#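 Material: SR-BI-overexpressing, LDLR-lacking CHO cells | Dosing: Single compound concentration, delivered by pin transfer | Probe or stimulus: Labelled HDL, 10 µg/mL | Signal: Bottom-read cell fluorescence after medium removal, ex 550/em 595 nm | Schedule: 3 h, 37 °C | Evaluation: HDL uptake via cellular fluorescence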
# RTF Ca sens act: cardiac RTF calcium sensitization; IANBD-labeled TnC RTF fluorescence at EC20 calcium; 0% EC20 calcium, 100% full calcium; activation, % at 7.2 µM; 0.24% of 340,000 active; P19429+P45379;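 active means activation above the mean over all tested compounds plus 3 SD, cut at about 30% in these data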;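 further: rise in fluorescence read as greater calcium sensitivity of cardiac thin filaments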
# Keap1-Nrf2 PPI: Keap1-Nrf2 (human) interaction inhibition | Q14145 | Keap1 Kelch-Nrf2 peptide fluorescence polarization, 1536-well | inhibition, % at 9.4 µM | 0.15% of 340,000 active | AID 504523; in the data active means inhibition above about 12%; inconclusive means no clear call, values can overlap the other calls; inactive means below about 7.3%;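 further: human Keap1 Kelch domain with fluorescein labeled Nrf2 9mer peptide probe; 0% = neutral control wells and 100% = peptide positive control; higher means more block of Keap1 binding to Nrf2 peptide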
# Target sequence (Q14145 whole entry, looked up, the tested form may be a part): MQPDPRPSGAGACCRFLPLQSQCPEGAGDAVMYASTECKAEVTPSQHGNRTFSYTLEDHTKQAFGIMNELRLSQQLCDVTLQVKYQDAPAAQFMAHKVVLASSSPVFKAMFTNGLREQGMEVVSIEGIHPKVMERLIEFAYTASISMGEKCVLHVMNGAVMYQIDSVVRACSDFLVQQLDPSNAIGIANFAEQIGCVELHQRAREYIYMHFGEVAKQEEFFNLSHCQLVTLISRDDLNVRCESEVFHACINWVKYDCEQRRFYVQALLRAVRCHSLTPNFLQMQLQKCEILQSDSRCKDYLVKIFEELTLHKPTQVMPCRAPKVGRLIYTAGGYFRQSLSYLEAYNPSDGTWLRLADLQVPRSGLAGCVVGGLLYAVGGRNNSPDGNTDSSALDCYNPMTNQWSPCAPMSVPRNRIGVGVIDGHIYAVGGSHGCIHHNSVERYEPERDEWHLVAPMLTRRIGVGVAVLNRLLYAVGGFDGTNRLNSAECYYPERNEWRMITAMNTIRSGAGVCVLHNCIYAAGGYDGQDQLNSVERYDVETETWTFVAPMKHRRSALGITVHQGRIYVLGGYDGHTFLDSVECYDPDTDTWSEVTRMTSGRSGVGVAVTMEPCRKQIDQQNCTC
# PKA-R2B act: activators of human PKA-R2B complex. P22694+P31323. PKA-R2B holoenzyme dissociation, Cy5-IP20 fluorescence polarization; R2B truncated from residue 108, S112A mutant; 0% DMSO only, 100% 113 µM cGMP. activation, % at 11.4 µM. 0.079% of 340,000 active;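 active means activation above a cutoff set at the mean over all compounds plus 3 SD, cut at about 18% in these data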;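 further: higher means more holoenzyme dissociation and a rise in polarization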
# Target sequence (P31323 whole entry, looked up, other chains not shown, the tested form may be a part): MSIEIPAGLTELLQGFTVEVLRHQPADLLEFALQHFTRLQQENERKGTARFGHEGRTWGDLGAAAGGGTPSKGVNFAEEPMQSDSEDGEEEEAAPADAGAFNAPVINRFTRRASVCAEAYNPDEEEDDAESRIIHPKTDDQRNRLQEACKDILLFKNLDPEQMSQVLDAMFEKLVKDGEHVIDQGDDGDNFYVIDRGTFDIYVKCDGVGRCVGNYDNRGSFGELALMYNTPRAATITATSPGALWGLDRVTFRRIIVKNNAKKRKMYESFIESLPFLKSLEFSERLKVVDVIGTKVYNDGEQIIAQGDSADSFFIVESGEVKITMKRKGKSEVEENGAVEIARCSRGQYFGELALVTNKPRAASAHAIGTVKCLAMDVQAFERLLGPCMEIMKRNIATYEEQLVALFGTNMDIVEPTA
# Rtt109 Vps75: blocks Candida albicans Rtt109/Vps75 acetyltransferase activity | Q5AAJ8 | inhibition, % at 34.9 µM | purified Rtt109/Vps75, ThioGlo CoA-SH fluorescence, 4 h | 0.16% of 330,000 active;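 active means inhibition of at least 50% in every replicate; inconclusive means best replicate reaches 50% inhibition but some replicates fall short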
# Numbers without * were called inactive; ? = inconclusive; / = no result given.
SMILES,C-LANA FP,DAGLB inh,Cardiac RTF inh,CAL PDZ FP-1,CAL PDZ FP-2,SR-BI DiI-HDL act,RTF Ca sens act,Keap1-Nrf2 PPI,PKA-R2B act,Rtt109 Vps75
Cc1ccc(-n2cc(CNCCn3nc(C)cc3C)c(-c3ccc(F)cc3)n2)cc1,-1.4,-6,-8,2,-1.0,-31,2,0,-6,4
COc1cccc(-c2ccc(NC(=O)C3CCCN(Cc4cnc(N(C)C)s4)C3)cc2)c1 (centres undefined),0.9,-1,0,/,-1.7,-47,2,-5,-2,16
CCCN(C(=O)Cn1c(C(F)(F)F)nc2ccccc21)C1CCS(=O)(=O)C1 (centres undefined),-0.4,2,-1,-9,-0.2,29,1,-1,-1,-3
O=C1CN(C(=O)COC(=O)/C=C/c2ccco2)c2ccccc2N1,0.4,4,6,4,-0.5,9,2,-1,-2,-9
CCOC(=O)C1CCN(C(=O)c2cccc(NS(=O)(=O)c3ccc(F)c(F)c3)c2)CC1,-0.3,-3,-12,-3,0.4,9,-4,-4,-10,4
O=C(Nc1ccc(O)c2c(=O)cc(-c3cccc(Cl)c3)oc12)c1cccc(Cl)c1,-1.8,0,10,-1,-0.9,-54,3,-7,-8,5
Nn1cnc2c([nH]c3ccccc32)c1=O,0.7,0,5,-2,-2.4,50,2,4,7,-6
CCOCCCN(C(=O)Cn1nnc(-c2ccc(C)o2)n1)C(C(=O)NC1CCCC1)c1ccc(C)o1 (centres undefined),0.1,-3,-7,-5,-3.3,-9,7,-6,-9,-10
C/C(CC(=O)Nc1ccc(Cl)cc1Cl)=N\NC(=O)C(=O)NCCO,-1.6,1,-1,-2,-4.0,39,9,4,1,-3
COc1ccc(NC(=O)CSc2nncs2)cc1S(=O)(=O)N1CCCCC1,0.2,-1,-13,2,-0.5,8,-5,-8,-2,6
CC(NC(=O)c1ccco1)c1ccc2c(c1)OCCO2 (centres undefined),-0.8,2,-3,?,-2.2,-16,3,-3,-3,/
O=C1CN(C(=O)/C=C/c2cc(Br)ccc2F)CCN1,0.9,-2,5,-1,-2.1,-18,-1,-8,-10,-10
O=C(CSCc1ccc(F)cc1)NCc1ccco1,1.2,-1,5,-4,-2.9,10,2,-3,-10,17
COc1ccc(-c2c(C)n([O-])c(C)c(-c3ccccc3)[n+]2=O)cc1OC,1.7,2,-17,/,-2.3,28,5,-1,9,-13
COc1ccc(N2CC(C(=O)Nc3nc4ccc(F)cc4s3)CC2=O)c(OC)c1 (centres undefined),1.2,2,-3,-7,-2.7,-32,-1,6,-5,9
Cc1ccccc1-c1nc(S(=O)(=O)c2ccc(Cl)cc2)c(NCCN2CCOCC2)o1,0.1,-1,3,/,0.2,-6,5,-3,1,-3
Cc1cccc(NC(=O)C(C)N2C(=O)C3C4CC(C(Br)C4Br)C3C2=O)c1 (centres undefined),-1.5,1,1,-7,-1.8,1,-5,0,7,7
CCOc1ccc(N/C=C\C(=O)c2ccc3c(c2)OCO3)cc1,-2.6,-1,1,0,-3.2,-48,-15,-4,-6,2
CC(C)CCOc1cccc(OCC(=O)N(C)C2CCS(=O)(=O)C2)c1 (centres undefined),0.2,-1,2,-7,-0.5,-2,0,8,-4,2
CC(=O)CC[C@@H](C)O[C@@H]1OC(C)[C@H](O)CC1O (some centres undefined),-0.3,-2,-1,-1,0.0,21,2,-5,-5,7
Cc1ccc(C(=O)N2CCN(S(=O)(=O)c3cc(Br)ccc3Br)CC2)o1,-0.1,-1,-19,-3,-2.5,-11,3,-5,1,-5
O=C(c1cn(-c2ccccc2)nc1-c1cccs1)N1CCN(c2ccc(F)cc2)CC1,0.7,-3,-3,/,-1.5,-38,-4,1,-6,5
Cc1cc(OCCn2nc(C(=O)O)c3ccccc3c2=O)ccc1C(C)C,0.0,-2,9,-3,-3.5,/,-1,3,-3,-2
CCC(C)OC(=O)C1=C(C)NC2=C(C(=O)C(C(=O)OC)C(C)C2)C1c1ccc(N(C)C)cc1 (centres undefined),-4.0,-3,2,8,1.2,-8,-8,0,-5,20
CC(=O)Nc1ccc(/C=C2\Sc3ccccc3C2=O)cc1,-1.7,2,0,-2,-0.1,19,0,-3,-5,1
COc1ccc(NC(=O)C(c2ccccn2)N(C(C)=O)c2ccc(C)cc2)cc1 (centres undefined),1.9,1,-1,-3,-2.9,15,1,-7,-11,-12
COc1c(F)c(F)c(C(=O)Nc2c(C)cc(Br)cc2C)c(F)c1F,1.1,-9,3,-1,1.0,-9,-2,0,3,-6
COc1ccc(C2=NN(Cc3ccccc3)C3C(=O)NC(=O)C23)cc1 (centres undefined),1.9,3,-5,1,-0.9,21,-2,3,4,5
CC/C(=N\NC(=S)NC(C)C)c1ccc(OC(F)F)cc1,-1.2,-8,-13,-3,-1.8,-45,-8,1,-10,0
C=CCNC(=O)N1CCC(CO)(Cc2ccc(Cl)cc2)CC1,-1.8,4,2,2,-1.6,15,0,7,-5,2
CCCCN(C)C(=O)c1cc2c(Cl)nc3ccccc3c2s1,2.8,-7,-3,19,-2.5,-6,-5,-3,6,0
CC(C)CNC(=O)C(=O)Nc1cc2c3c(c1)CCC(=O)N3CCC2,4.5,0,2,6,-2.3,/,-5,-9,-17,29
COc1ccc(C(=O)Nc2sc(C)c(C)c2CN2CCOCC2)cc1,-0.2,-2,-5,-8,-0.7,-35,-2,-4,-6,-1
Cc1ccc(OCc2nnc(SCC(=O)N3C(C)CCCC3C)o2)cc1 (centres undefined),1.7,-2,-19,-4,-2.1,10,-5,-4,0,-1
CNCCC=C1c2ccccc2C=Cc2ccccc21,2.5,0,10,-3,-1.0,28,2,0,1,2
Nc1ncc(S(=O)(=O)c2ccc(Cl)cc2)c(N)n1,0.6,0,-3,-2,-0.8,13,2,-10,6,0
O=C(OCC(=O)N1CCN(S(=O)(=O)c2ccc(Cl)cc2)CC1)c1cccc(OC(F)F)c1,-0.2,-4,-6,-1,-2.9,-10,-5,5,-13,17
Cc1ccc(S(=O)(=O)Nc2ccc3c(c2)nc(C)n3C)cc1,-6.1,0,11,1,-1.0,-14,-3,2,-3,0
O=C(NC(Nc1nc2ccc([N+](=O)[O-])cc2s1)(C(F)(F)F)C(F)(F)F)c1cccnc1,-0.4,7,-3,-3,-0.5,-30,-2,8,-9,/
C[C@H](CO)N1C[C@H](C)[C@@H](CN(C)Cc2ccncc2)Oc2ccc(NC(=O)CCCCCC(=O)Nc3ccccc3N)cc2C1=O,1.5,0,-4,1,-0.6,-8,12,-3,-1,-2
O=C(CN1CCN(S(=O)(=O)c2ccc(Br)cc2)CC1)N/N=C/c1ccc(Cl)c([N+](=O)[O-])c1,-1.2,1,9,-1,-2.6,36,0,-3,2,14
CCOC(=O)C[C@H]1c2cc(C(F)(F)F)ccc2S(=O)(=O)N1Cc1ccccc1,-0.7,-8,-2,1,-0.1,3,-5,-1,-11,6
COc1cccc(NC(=O)CC2C(=O)NCCN2C(=S)Nc2ccc(F)cc2)c1 (centres undefined),0.5,1,-3,-2,-1.0,-4,6,-2,3,5
O=C(CCc1ccccc1)NNC(=S)Nc1ccc(F)cc1,6.3,1,-6,0,8.2,8,2,-5,0,-1
CC(C)(C)OC(=O)N/N=C/c1cccn1-c1ccc([N+](=O)[O-])cc1,-0.3,2,0,/,0.3,-60,-1,0,-4,3
CCS(=O)(=O)c1ccc(O)c(NC(=O)COc2ccc(OC)cc2)c1,3.2,3,-7,3,0.0,/,-4,4,-1,3
CCCCNc1nc(Nc2ccc(C)c(Cl)c2)c2cnn(C)c2n1,-1.1,0,6,-1,0.3,-10,-9,3,-3,?
C=CCc1ccccc1OCC(=O)O,3.0,2,7,-4,-1.0,/,1,-1,3,-11
O=C1CN=C(Nc2ccccc2)N1Cc1cccs1,1.1,0,-1,-6,-0.3,6,-3,-2,6,-1
NC(=O)C1=C[C@@H](c2csc3ccccc23)C[C@@H](OCc2ccc(CO)cc2)O1,-0.7,0,-13,-4,-0.9,-17,-9,-5,-5,20
Cc1ccc2nc(SCC(=O)c3ccc4c(c3)OCO4)[nH]c2c1,-1.8,-3,-3,-1,-1.8,-10,1,-6,6,9
COc1cccc2c(=O)n(CC(=O)NC3CCCCC3)ccc12,-0.4,0,-7,/,-1.3,8,1,-2,6,-13
CCOC(=O)N1CCC(NS(=O)(=O)c2cc3c(cc2C)NC(=O)CO3)CC1,-1.4,-2,3,-2,0.6,9,-1,-4,3,18
COc1ccccc1CC(=O)N1CCC(CCC(=O)NC2CC2)CC1,0.0,1,-3,3,0.9,13,-6,1,0,-2
O=C(CCCc1ccccc1)NCCC1=CCCCC1,0.6,-4,-2,2,-0.9,6,-5,-3,-7,-2
CC[N+]1(C)CCC(O)(/C=C/c2ccccc2)C(C(=O)/C=C/c2ccccc2)C1 (centres undefined),0.4,-2,1,-5,-0.2,15,-1,-45,-4,2
c1ccc(CSc2nc3ncncc3[nH]2)cc1,-0.1,2,-3,-5,-2.5,/,-2,-1,-1,26
C=CCSC1=N/C(=C\c2sccc2C)C(=O)S1,-0.4,-7,-3,/,0.1,8,-3,2,-3,-13
Cc1cc(C)n(-c2ccc(C(=O)OCC(=O)N3CCN(c4ccccc4)CC3)cc2)n1,-0.1,-1,-7,0,0.7,-34,2,-3,3,-5
CCN(CC)c1ccc(NC(=O)CN2CCN(CC(=O)Nc3ccccc3F)CC2)cc1,0.7,0,-8,/,-0.3,-33,-4,-5,2,-3

# 2 compounds drawn at random from those above, as already listed:
SMILES,C-LANA FP,DAGLB inh,Cardiac RTF inh,CAL PDZ FP-1,CAL PDZ FP-2,SR-BI DiI-HDL act,RTF Ca sens act,Keap1-Nrf2 PPI,PKA-R2B act,Rtt109 Vps75
C=CCc1ccccc1OCC(=O)O,3.0,2,7,-4,-1.0,/,1,-1,3,-11
NC(=O)C1=C[C@@H](c2csc3ccccc23)C[C@@H](OCc2ccc(CO)cc2)O1,-0.7,0,-13,-4,-0.9,-17,-9,-5,-5,20

# Additional structures.
SMILES,C-LANA FP,DAGLB inh,Cardiac RTF inh,CAL PDZ FP-1,CAL PDZ FP-2,SR-BI DiI-HDL act,RTF Ca sens act,Keap1-Nrf2 PPI,PKA-R2B act,Rtt109 Vps75
O=C(C[n+]1cccc2ccccc21)c1ccc(NC(=O)c2ccccc2)cc1,-0.9,-1,-16,-4,-0.9,-28,8,-35,-3,/
Cc1cccc(NC(=S)N2CCN(c3ccccc3F)CC2)c1C,-1.3,-8,4,5,0.8,6,-2,-2,-12,3
O=C(CCC(=O)N1CCN(Cc2ccccc2)CC1)Nc1nnc(C2CCCCC2)s1,0.8,4,5,-2,-0.8,20,3,-6,-2,12
O=C1C(=O)N(CCN2CCOCC2)C(c2cccnc2)/C1=C(/O)c1ccc(Cl)cc1 (centres undefined),1.5,0,-4,-1,0.9,15,3,-1,-1,5
O=C(COc1ccc(C(=O)c2ccccc2)cc1)Nc1cccnc1,-0.5,-2,-6,-2,-2.7,6,-2,-3,10,-13
